# Compound activity as filed in PubChem.
# RAD52 anneal inh: blocks human RAD52 DNA annealing; recombinant RAD52 DNA annealing, FRET fluorescence; inhibition, % at 18.7 µM; 360,000 compounds, 0.46% hits;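 active = every replicate showing at least 50% inhibition; inconclusive = mean inhibition at least 50% but not in every replicate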
# Casp6 inh: blocks human caspase-6 cleavage activity. inhibition, % at 12.5 µM. purified caspase-6, Z-VEID-R110 cleavage fluorescence. 350,000 compounds, 0.53% hits. P55212. AID 686996;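 active = mean inhibition across replicates at least about 35%, with every replicate also reaching that limit, limit read from the data; inconclusive = only one of the two criteria met; inactive = neither criterion met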;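 also: 0% = median of neutral control wells and 100% = no fluorescence left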
# Target sequence (P55212 24-179 limits assumed): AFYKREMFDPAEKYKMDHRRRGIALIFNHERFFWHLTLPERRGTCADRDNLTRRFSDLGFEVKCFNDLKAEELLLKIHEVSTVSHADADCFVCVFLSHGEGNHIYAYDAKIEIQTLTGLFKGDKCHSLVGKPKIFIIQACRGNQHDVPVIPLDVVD
# Target sequence (P55212 194-293 limits assumed): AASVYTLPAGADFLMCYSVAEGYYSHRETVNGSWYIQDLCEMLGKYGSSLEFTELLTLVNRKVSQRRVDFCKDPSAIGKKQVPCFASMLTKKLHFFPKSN
# RAD54 branch: blocks human RAD54 Holliday junction branch migration; FAM/BHQ fluorescence; Q92698; inhibition, % at 10.4 µM; 360,000 compounds, 0.14% hits; AID 602329;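 active = mean normalized replicate activity at least 40 and at least half of replicates scoring 40 or more; inconclusive = only one of the two criteria met; inactive = mean below 40 and under half of replicates reaching 40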;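 also: 0% = median of neutral control wells and 100% = median of positive control wells; inhibitors cause a drop in the FAM fluorescence signal; in these data hits start at about 50%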
# Target sequence (Q92698 whole entry, looked up): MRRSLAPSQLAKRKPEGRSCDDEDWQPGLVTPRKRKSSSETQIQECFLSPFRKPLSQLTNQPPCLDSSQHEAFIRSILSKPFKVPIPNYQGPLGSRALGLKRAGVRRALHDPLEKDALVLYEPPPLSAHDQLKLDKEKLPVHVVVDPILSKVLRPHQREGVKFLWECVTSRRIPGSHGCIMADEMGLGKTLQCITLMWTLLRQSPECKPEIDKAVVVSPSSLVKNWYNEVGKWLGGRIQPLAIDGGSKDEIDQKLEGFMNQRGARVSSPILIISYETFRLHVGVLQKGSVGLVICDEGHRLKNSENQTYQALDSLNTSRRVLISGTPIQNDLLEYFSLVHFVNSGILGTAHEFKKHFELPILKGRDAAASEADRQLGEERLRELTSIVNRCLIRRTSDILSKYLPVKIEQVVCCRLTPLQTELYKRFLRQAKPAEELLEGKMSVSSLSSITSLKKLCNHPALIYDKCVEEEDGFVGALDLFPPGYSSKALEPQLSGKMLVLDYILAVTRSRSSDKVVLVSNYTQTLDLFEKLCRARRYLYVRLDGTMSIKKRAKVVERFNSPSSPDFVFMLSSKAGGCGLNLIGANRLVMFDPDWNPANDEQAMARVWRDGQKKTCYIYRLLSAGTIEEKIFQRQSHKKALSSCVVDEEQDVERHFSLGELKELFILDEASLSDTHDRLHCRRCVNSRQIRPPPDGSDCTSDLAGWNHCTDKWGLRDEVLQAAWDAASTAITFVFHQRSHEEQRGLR
# ERp5 inh: blocks human ERp5 reductase activity on insulin | ERp5 insulin aggregation, absorbance 650 nm, 90 min | AID 651711 | 350,000 compounds, 0.05% hits | inhibition, % at 9.99 µM | Q15084;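 active = mean replicate inhibition above about 25%, with every replicate also reaching it, limit read from the data, passing the limit was not always enough; inconclusive = only one of those two criteria met; inactive = neither criterion met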
# PglD inh: blocks C. jejuni PglD acetyltransferase activity | 360,000 compounds, 0.098% hits | AID 602405 | purified PglD enzyme, DTNB colorimetric CoA detection | inhibition, % at 12.5 µM; in the data active = inhibition above about 16%, passing the limit was not always enough; inconclusive = no clear call, values can overlap the other calls; also: strong numbers were not always called active
# esBAF inh: blocks esBAF chromatin remodeling in mouse ES cells; Bmi1-luciferase knock-in reporter, 24 h; 100% = twice the neutral-well signal; reporter increase, % at 12.5 µM; 350,000 compounds, 2% hits; AID 602393; in the data active = activation above about 40%; inconclusive = no clear call, values can overlap the other calls;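 also: 0% = median of the plate's neutral control wells and 100% = double that signal; a rise in the Bmi1 reporter signal indicates esBAF inhibition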
# E-sel inducer: E-selectin induction on HUVECs. P16581. HUVEC E-selectin immunofluorescence imaging; normalized: neutral wells 0, TNF-alpha wells 100. activation, % at 7.58 µM. 260,000 compounds, 0.37% hits. AID 686992;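 active = mean E-selectin-positive cell signal at least 10% of the positive control, reached in at least 60% of replicates, without over 20% cell loss; inconclusive = no rule given, readout overlaps actives, possibly toxicity-flagged; inactive = the rest, including those meeting only one limit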;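 also: in these data hits start at about 27%; measured in HUVEC primary endothelial cells; signal is the percent of cells scored E-selectin positive by PE staining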
#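 material = human umbilical vein endothelial cells (HUVEC), E-selectin induction | quantity = 3,000 cells/well | medium = EGM-2 growth medium on 0.1% gelatin-coated wells | technique = immunofluorescence imaging | read-out basis = % PE-positive cells | control set = TNF-alpha positive control, DMSO neutral control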
# ARNT TACC3 PPI: ARNT/TACC3 interaction disruption. 390,000 compounds, 0.66% hits. inhibition, % at 9.99 µM. AID 623870. AlphaScreen His-ARNT PAS-B/GST-TACC3 binding, luminescence; TACC3 fragment carries E629A point mutation;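 active = mean inhibition of replicates at least 50% and at least half of replicates each reaching 50%; inconclusive = half or more replicates reach 50% but mean below 50%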;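 also: 0% = complete ARNT plus TACC3 wells and 100% = ARNT alone without TACC3; many hits fall short of the cut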
# Numbers without * were called inactive; ? = inconclusive; / = no result given. Not a hit list. Share with any hit: about 3.2%.
# Fields: RAD52 anneal inh | Casp6 inh | RAD54 branch | ERp5 inh | PglD inh | esBAF inh | E-sel inducer | ARNT TACC3 PPI
Cc1c(NC(=O)CN2c3ccccc3CC2C)c(=O)n(-c2ccccc2)n1C (centres undefined)
→ -1 | -9 | / | 0 | / | / | 0.0 | -7
COc1cc(OC)c(NC(=O)/C=C/C(=O)O)cc1Cl
→ -14 | 2 | -23 | -1 | 1 | / | 0.4 | 12
Cc1ccc(S(=O)(=O)N(C)C[C@H]2Oc3c(NC(=O)Nc4ccc(F)cc4)cccc3C(=O)N([C@H](C)CO)C[C@H]2C)cc1
→ 15 | 0 | -9 | 1 | 2 | 7 | 1.8 | -4
O=C1CCC(=O)N1CCSC(=S)N1CCSCC1
→ -3 | 0 | / | 3 | / | / | 3.6 | 12
N/C(=N\OCc1ccc([N+](=O)[O-])cc1)c1ccncc1
→ -12 | 1 | / | 3 | / | / | -0.6 | -16
Cc1ccc(C2(C)NC(=O)N(CC(=O)Nc3cc(S(=O)(=O)N4CCOCC4)ccc3OC(C)C)C2=O)cc1 (centres undefined)
→ -13 | -1 | -7 | 1 | -2 | -5 | -0.6 | /
OC(COC(c1ccc(F)cc1)c1ccc(F)cc1)CN1CCCC(C(F)(F)F)C1 (centres undefined)
→ -13 | -2 | -26 | -2 | 1 | -6 | -0.1 | -2
CC(c1ccc(F)cc1)n1c(-c2ccc3ccccc3n2)n[nH]c1=S (centres undefined)
→ -6 | 3 | -6 | 1 | -2 | 4 | / | -14
Cc1noc(C)c1S(=O)(=O)N(C)C[C@H]1OCCCC[C@@H](C)Oc2ccc(NC(=O)NC3CCCCC3)cc2C(=O)N([C@H](C)CO)C[C@@H]1C
→ -11 | 1 | 0 | 3 | -1 | 1 | -0.3 | -10
Brc1ccc2ncnc(Nc3cccc4ccccc34)c2c1
→ / | / | 3 | / | -1 | -3 | / | 7
O=C(Oc1ccc(C(=S)N2CCOCC2)cc1Br)c1cc(Cl)ccc1Cl
→ / | / | -1 | / | 5 | -2 | / | -2
CCN1C(=O)[C@@H]2[C@@H](c3ccc(-c4ccc(OC)cc4)c(OC)c3)N3CCCC[C@@]3(C(=O)OC)[C@@H]2C1=O
→ -129 | -2 | -2 | 3 | -9 | 3 | 0.3 | -3
Cc1ccc(NC(=O)c2ccc(OC(F)F)cc2)cc1S(=O)(=O)N(C)C
→ -15 | 0 | 6 | 3 | 7 | 39 | 0.9 | -2
CCN(CC)c1ccc(/C=N/NC(=O)c2c(Cl)c(C)nn2C)cc1
→ -19 | -1 | -5 | 8 | -4 | / | -1.5 | -3
C[C@H]1CCCCO[C@H](CN(C)Cc2ccc(C(F)(F)F)cc2)[C@@H](C)CN([C@@H](C)CO)C(=O)c2cc(NC(=O)Nc3ccc(F)cc3)ccc2O1
→ -28 | 1 | 26 | 1 | -6 | -8 | / | -2
O=C(CCC(=O)c1ccc(F)cc1)NCC1(N2CCCCC2)CCCCC1
→ -20 | -3 | -2 | -10 | 0 | 0 | / | /
CNC[C@@H]1Oc2ccc(NC(=O)c3ccncc3)cc2C(=O)N([C@H](C)CO)C[C@@H]1C
→ -2 | 4 | -4 | 9 | 2 | -3 | / | 6
CCn1c2ccccc2c2cc(CN3CCN(C(=O)c4ccco4)CC3)ccc21
→ / | / | -1 | / | -9 | 9 | / | -10
COc1ccccc1C(=O)COC(=O)c1cccc(-n2cnnn2)c1
→ -1 | -123 | -5 | -4 | -7 | 18 | 11 | -4
O=C(Nc1ccccc1)c1sc(N2CCOCC2)nc1-c1ccccc1
→ -12 | 0 | / | -2 | / | / | 0.0 | -3
CCN(C[C@H]1N[C@@](CC)(C(=O)OC)[C@H]2C(=O)N(Cc3ccccc3)C(=O)[C@@H]12)C(=O)Nc1ccc(C)cc1
→ 4 | -5 | 5 | 2 | 2 | 23 | 1.3 | -2
O=C(Nc1sc2c(c1C(=O)O)CCC2)C(=O)N1CCOCC1
→ -13 | 37* | 6 | -10 | -7 | 2 | / | 4
Clc1ccc(-n2cccc2/C=N/n2cnnc2)cc1
→ / | / | 7 | / | 5 | -3 | / | -2
CCCCc1ccc(NC(=S)N2CCN(c3ccccn3)CC2)cc1
→ -8 | -2 | -13 | -2 | -5 | 12 | / | -1
N#Cc1ccc(S(=O)(=O)N2CCN(C(=O)c3cn(-c4ccccc4)nc3-c3cccnc3)CC2)cc1
→ -12 | -2 | 2 | 0 | 5 | -10 | / | -4
O=C(Nc1c[nH]c(=O)[nH]c1=O)c1cccc(F)c1
→ -8 | -1 | 3 | 5 | -3 | 1 | 0.3 | -4
CCOC(=O)c1ccc(Nc2ccc(C(C)=O)cc2)cc1
→ -2 | 5 | 2 | -4 | -4 | 76* | 0.1 | /
N#Cc1cccc(-c2ccc([C@H]3[C@H](CO)N4CCCCN(C(=O)Nc5ccc(F)cc5)C[C@@H]34)cc2)c1
→ -18 | -4 | 2 | -6 | -1 | / | -0.5 | 8
O=C(NCC[C@H]1CC[C@@H](NC(=O)c2cccnc2)[C@@H](CO)O1)Nc1ccc(C(F)(F)F)cc1
→ -9 | 7 | -1 | -5 | 12 | -3 | -0.6 | /
COc1ccc(C(=O)NC(=S)Nc2ccc3[nH]c(=O)[nH]c3c2)cc1Br
→ -33 | -1 | 1 | -3 | 11 | -3 | 0.3 | /
Cc1cc(C)n(C(=O)C(C)n2nc([N+](=O)[O-])c(Br)c2C)n1 (centres undefined)
→ -11 | -2 | / | 1 | / | / | / | -4
CCN1C(=O)C(CC(=O)Nc2ccc(F)cc2)N(CCc2ccc(OC)cc2)C1=S (centres undefined)
→ -12 | 6 | / | 4 | / | 1 | / | -1
CC(C)NC(=O)N(C)C[C@H]1Oc2ccc(NC(=O)Nc3ccc(C(F)(F)F)cc3)cc2C(=O)N([C@@H](C)CO)C[C@H]1C
→ 0 | 0 | -1 | 2 | -1 | -5 | 0.9 | /
COc1ccccc1OCCSc1nnc(C)n1-c1ccccc1
→ / | / | 6 | / | -1 | 4 | / | 0
CCS(=O)(=O)N[C@@H]1C=C[C@H](CC(=O)N2CCCCC2)O[C@H]1CO
→ -9 | 4 | -4 | -2 | -29 | 0 | 0.0 | 16
C[C@H](CO)N1C[C@H](C)[C@H](CN(C)Cc2ccncc2)Oc2c(NC(=O)Nc3ccc4c(c3)OCO4)cccc2C1=O
→ 8 | 0 | -9 | 0 | 2 | 11 | -5.8 | -6
O=C(CCC(=O)N(CC(=O)NC1CCCC1)Cc1ccccc1Cl)Nc1nccs1
→ -7 | 0 | 0 | -3 | -4 | -1 | -0.3 | -2
C[C@@H]1CCCCO[C@@H](CN(C)S(=O)(=O)c2cn(C)cn2)[C@H](C)CN([C@H](C)CO)C(=O)c2cc(NS(=O)(=O)c3ccccc3)ccc2O1
→ 6 | -1 | 6 | -6 | -1 | 0 | -0.1 | -1
Cc1cccc(C(=O)N/N=C/c2ccoc2)c1
→ -45 | 11 | 3 | -8 | 0 | 21 | 0.0 | /
CCOC(=O)c1c(N)nn(C(=O)C(C)C)c1-c1ccc(OC)cc1
→ / | / | 3 | / | -7 | -5 | / | -10

# In the list so far, these have an NH in an aromatic ring.
# Fields: RAD52 anneal inh | Casp6 inh | RAD54 branch | ERp5 inh | PglD inh | esBAF inh | E-sel inducer | ARNT TACC3 PPI
CC(c1ccc(F)cc1)n1c(-c2ccc3ccccc3n2)n[nH]c1=S (centres undefined)
→ -6 | 3 | -6 | 1 | -2 | 4 | / | -14
O=C(Nc1c[nH]c(=O)[nH]c1=O)c1cccc(F)c1
→ -8 | -1 | 3 | 5 | -3 | 1 | 0.3 | -4
COc1ccc(C(=O)NC(=S)Nc2ccc3[nH]c(=O)[nH]c3c2)cc1Br
→ -33 | -1 | 1 | -3 | 11 | -3 | 0.3 | /

# More records:
Structure,RAD52 anneal inh,Casp6 inh,RAD54 branch,ERp5 inh,PglD inh,esBAF inh,E-sel inducer,ARNT TACC3 PPI
CC(=O)Nc1cnc2ccccc2n1,/,/,-7,/,-3,3,/,3
COc1ccc(N=Cc2c(O)ccc3ccccc23)cc1,-2,1,/,-6,/,/,/,0
C[C@H]1CN([C@@H](C)CO)C(=O)c2cc(C#CC(C)(C)O)cnc2O[C@H]1CN(C)C(=O)CC1CC1,9,-1,2,-5,-1,2,-0.1,-16
CC1=C(C(=O)NCc2ccccc2)C(c2cccnc2)n2ncnc2N1 (centres undefined),/,/,-1,/,1,-3,/,-10
COc1ccc(N2CCN(c3nc4c(c(=O)n(C)c(=O)n4C)n3Cc3ccccc3)CC2)cc1,/,/,5,/,1,1,/,26
C[C@H]1CN[C@@H](CCO)/C1=C\c1ccccc1,-9,0,-1,3,2,-2,0.2,-1
O=C(N[C@@H]1CC[C@H](CC(=O)N2CCc3ccccc3C2)O[C@H]1CO)C1CCOCC1,8,-3,-2,-1,3,2,-0.4,-5
COc1ccc(C(=O)Nc2ccc(-c3ccc(C)o3)cc2)cc1S(=O)(=O)N1CCOCC1,/,/,-3,/,1,?,/,-2
C[C@@H]1CN([C@@H](C)CO)C(=O)c2cc(-c3ccncc3)cnc2O[C@@H]1CN(C)C(=O)CN1CCOCC1,4,-2,0,-4,1,2,0.0,-7
CC1CC1C(=O)OCC(=O)Nc1cccc(F)c1 (centres undefined),0,2,8,-4,-3,3,/,/
COc1ccc(CCN2CCC(CN3C(=S)NC[C@@H]3CC(C)C)CC2)cc1OC,-4,-8,6,2,-1,-9,/,9
Cc1ccc2c(CN3CC(C)CC(C)C3)cc(=O)oc2c1 (centres undefined),-9,-2,6,-3,-3,-6,/,-8
CC(C)CC(OC(=O)c1cccs1)C(=O)NCc1cccs1 (centres undefined),/,/,-3,/,-2,4,/,-2
CC1CCCC(C)N1/N=C/c1ccc(O)c(O)c1 (centres undefined),-17,25,-6,2,1,-1,4.8,6
COC(=O)CSc1nc(C)cc(C)n1,7,-2,-1,-3,1,-7,/,-6
O=C1CC(NCc2ccc(F)cc2)C(=O)N1c1ccccc1 (centres undefined),-8,0,-5,-4,6,5,0.1,-11

# A run of entries from the list above, for reference:
Structure,RAD52 anneal inh,Casp6 inh,RAD54 branch,ERp5 inh,PglD inh,esBAF inh,E-sel inducer,ARNT TACC3 PPI
COC(=O)CSc1nc(C)cc(C)n1,7,-2,-1,-3,1,-7,/,-6
O=C1CC(NCc2ccc(F)cc2)C(=O)N1c1ccccc1 (centres undefined),-8,0,-5,-4,6,5,0.1,-11

# (listing goes on)
Structure,RAD52 anneal inh,Casp6 inh,RAD54 branch,ERp5 inh,PglD inh,esBAF inh,E-sel inducer,ARNT TACC3 PPI
CSc1ccc(CNc2ccc(C)cc2)cc1,-7,-1,-11,1,0,55*,/,7
CC(C)OC(=O)N(C)C[C@H]1OCc2ccccc2-c2ccccc2C(=O)N([C@H](C)CO)C[C@H]1C,-1,1,-6,8,-3,0,-0.4,-9
COc1ccc(-c2ccc([C@@H]3[C@@H](CO)N(C(=O)c4cccc(F)c4)[C@H]3C#N)cc2)cc1,-22,1,12,-1,0,15,-0.4,3
COc1cc2c(cc1OC)CN(C(=O)C1CCCN1S(=O)(=O)c1ccc(C)cc1)CC2 (centres undefined),-7,2,2,-1,-2,-5,0.0,0
O=C(N=C1SC2CS(=O)(=O)CC2N1c1ccccc1)c1cccc([N+](=O)[O-])c1 (centres undefined),-18,-3,-1,0,-4,-6,-0.4,8
CC(=O)C1=C(C)Nc2ncnn2C1c1ccccc1 (centres undefined),-6,-3,-7,4,-2,0,/,-10
Cc1ccc(CNC(=O)CSc2nnc(CNC(=O)c3ccc(F)cc3)o2)cc1,-6,-3,-2,-1,-1,-1,/,/
